# POLB inh = DNA polymerase beta (human) inhibition; Pol beta primer extension/strand displacement, fluorescence kinetic; Potency, µM (top dose mostly 114 µM), inactives show top-dose activity change, negative = inhibition, usual class: inhibitors; 340,000 compounds, 1.3% hits; note: % is set by controls: 0 for no effect and ±100 for the full control effect
#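 Pol beta (10 nM) was preincubated with compound for 15 min at room temperature. The reaction was then started with 50 nM substrate and read immediately and after a further 10 min at room temperature.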
# G9a inh = blocks human histone lysine methyltransferase G9a | 350,000 compounds, 8.8% hits | Q96KQ7 | Potency, µM (top dose mostly 102 µM), for the others: at the top dose activity, negative = inhibition, most hits filed as inhibitors | G9a H3K9 monomethylation, AlphaScreen, 2 h; note: % is set by controls: 0 for no effect and ±100 for the full control effect; nearly all actives have a fitted effect of over 75% in size
#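 Enzyme 20 nM + cpd, 15 min RT; add b-H3K9 pep 500 nM / SAM 20 uM; 2 h RT; anti-H3K9me1 Ab 0.5 ug/mL + SA donor / anti-rabbit acceptor beads 20 ug/mL each, 10 min; AlphaScreen read.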
# Pol eta inh = DNA polymerase eta (human) inhibition; recombinant Pol eta, fluorescent DNA replication assay; Potency, µM (doses to about 114 µM), for the others: top-dose activity change, negative = inhibition, hits mostly inhibitors; 390,000 compounds, 1.2% hits; AID 588591; note: % is set by controls: 0 for no effect and ±100 for the full control effect
#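 Pol eta (10 nM) was preincubated with compounds for 15 min at room temperature, after which fluorescent replication substrate (50 nM final) was added to start the reaction. Fluorescence was read kinetically at 0 and 10 min.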
# BAZ2B inh = blocks human BAZ2B; Potency, µM (highest dose often 114 µM), for the others: at the highest dose activity change, negative = inhibition, hits mostly inhibitors; AlphaScreen BAZ2B-H3K14Ac peptide displacement; AID 504333; Q9UIF8; 360,000 compounds, 4.4% hits; note: % is set by controls: 0 for no effect and ±100 for the full control effect; nearly all actives have a fitted effect of over 60% in size
#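 Protein-peptide AlphaScreen: BAZ2B 50 nM, b-H3K14Ac 50 nM, 1x PBS pH 7.4 + 0.01% Tween-20. Preincubation 30 min RT; cpd 30 min RT (top 110 uM); beads 20 min RT, light-protected.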
# POLI inh = DNA polymerase iota (human) inhibition; Q9UNA4; Pol iota fluorescent replication assay, 10 min; Potency, µM (highest dose often 115 µM), for inactives: top-dose activity, negative = inhibition, hits mostly inhibitors; 390,000 compounds, 1% hits; AID 588590
#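 Fluorescent replication assay read twice, at 0 min and 10 min after adding 50 nM (final) substrate. Enzyme (10 nM) and compounds were first incubated 15 min at room temperature; enzyme-free buffer wells were negative controls.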
# APEX1 inh = APE1 (human) endonuclease inhibition; P27695; recombinant APE1, TAMRA/BHQ-2 abasic DNA cleavage fluorescence; Potency, µM (titrated, usually from 65.8 µM), for the others: at the highest dose activity change, negative = inhibition, actives largely listed as inhibitors; 350,000 compounds, 0.35% hits; AID 2517;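 note: plate controls were vehicle for no effect and reference inhibitor for full effect; nearly all actives have a fitted effect of over 55% in size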
#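 APE1 at 0.75 nM final was preincubated with compound 15 min at room temperature, then 50 nM double-stranded THF abasic-site substrate (5'-TAMRA/3'-BHQ-2) was added. Fluorescence (ex 525/em 598 nm) was read kinetically; third-minus-first read gave activity.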
# Apoferritin bind = binds horse apoferritin like a general anesthetic; apoferritin/1-aminoanthracene competitive binding, fluorescence; Potency, µM (doses to about 77.5 µM), inactives show at the top dose activity change, negative = displacement, usual class: inhibitors; 350,000 compounds, 0.074% hits; AID 485281; note: % is set by controls: 0 for no effect and ±100 for the full control effect; nearly all actives have a fitted effect of over 20% in size
#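 10 uM apoferritin + 50% sat. 1-AMA, PBS; cpd 10 min RT; Ex380/Em535 endpoint; normalized to free probe vs complex; 4-param Hill fit; propofol titration as pos. ctrl.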
# Pol kappa inh = DNA polymerase kappa (human) inhibition | Q9UBT6 | purified Pol kappa, fluorescent DNA synthesis assay, 10 min | Potency, µM (titrated, usually from 107 µM), for the others: at the highest dose activity, negative = inhibition, actives largely listed as inhibitors | 400,000 compounds, 0.53% hits | AID 588579; note: % is set by controls: 0 for no effect and ±100 for the full control effect
#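 Kinetic fluorescence screen: compound preincubated 15 min RT with 10 nM enzyme; 50 nM substrate (final) initiates; reads at 0/10 min.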
# BLM helicase inh = Bloom syndrome helicase (human) inhibition. P54132. recombinant BLM DNA unwinding, fluorescence dequenching. Potency, µM (doses to about 56.1 µM), for the others: top-dose activity change, negative = inhibition, most hits filed as inhibitors. 350,000 compounds, 0.2% hits;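 note: plate controls were vehicle for no effect and no enzyme for full effect; nearly all actives have a fitted effect of over 35% in size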
# * marks the source's active call; other numbers are inactive results; ? = inconclusive; . = not tested or not shown; [ ] = another dose, or the depositor's remark. Calls come from the whole dose curve; as a rule, active = well fitted curve in the direction sought with a large enough effect; inconclusive = small, poorly fitted or top-dose-only effect, or another doubt; inactive = no such curve, though single readings can be large; an effect the other way counts as inactive or inconclusive. Potency is the fitted concentration of half-maximal effect. An excerpt; the hit share may differ from the screen's.
SMILES,POLB inh,G9a inh,Pol eta inh,BAZ2B inh,POLI inh,APEX1 inh,Apoferritin bind,Pol kappa inh,BLM helicase inh
C[C@@H]1NC(=O)c2cc([N+](=O)[O-])cc(I)c2OCC[C@@H](C(=O)NC(CC(=O)O)C(N)=O)NC(=O)[C@H](CCC(=O)O)NC1=O (some centres undefined),-7%,35µM*,18µM*,-27%,?,2%,-8%,?,4%
Cc1cccc(NC(=O)c2cc3c(C)nn(-c4ccccc4)c3s2)c1,1%,-1%[59 µM],-21%,5%,9%,.,-11%,-7%,-8%
O=C(CN1Cc2ccccc2C1=O)Nc1cc(F)ccc1F,2%,-10%[59 µM],-6%,0%,9%,.,-1%,-12%,-1%
COc1ccc(C2CC(=O)N(c3ccccc3)C3=C2C(=O)CCC3)cc1 (centres undefined),26%,14%[12.7 µM],-17%,-3%,160%[activator],0%,-13%,2%,4%
c1ccc2c(c1)nc(N1CCOCC1)c1c3ccccc3[nH]c21,?,-4%[2.33 µM],-1%,?,22%,-1%,242%[activator],-4%,-2%
C=CCNCCCCOc1ccccc1-c1ccccc1,0%,-2%[59 µM],-17%,4%,132%[activator],3%,-1%,-7%,-12%
Cn1c(=O)c2c(nc(Br)n2CCSc2ncccn2)n(C)c1=O,46%,-5%[2.33 µM],-13%,6%,21%,18%,-9%,3%,-2%
CC12CC(NC(=O)N1Cc1ccccc1)c1ccccc1O2 (centres undefined),15%,-2%[2.33 µM],-10%,4%,8%,-1%,-19%,-23%,-1%
CSc1nc2c(cc1C#N)CCCCC2,17%,-6%[59 µM],-19%,64%[activator],8%,1%,-12%,-12%,-4%
COc1ccc(S(=O)(=O)N(C)C)cc1NCC(=O)Nc1cccc(C#N)c1,-4%,-32%,-17%,-28%,46%[activator],4%,-13%,-6%,0%
COc1ccc(C)cc1Nc1nc(N)c2ccccc2n1,?,?,-20%,-37%,16%,41%,-12%,-2%,-10%
Cc1ccc(SCc2nc3ncccn3c2Br)cc1,4%,0%[12.7 µM],-12%,9%,13%,25%,-18%,-4%,0%
COc1cc(C(C)=O)ccc1COc1ccc(C(=O)OCC(=O)NC2CCS(=O)(=O)C2)cc1OC (centres undefined),29%,?,?,2%,-16%,-3%,4%,2%,0%
N/C(=N\OC(=O)c1ccc2c(c1)OCO2)c1cccc(Br)c1,26%,.,-18%,2%,105%[activator],1%,-10%,5%,-7%
COc1cccc(C(=O)NCc2ccco2)c1,39%,2%[59 µM],5%,-6%,-16%,9%,-13%,1%,-4%
COc1cc(/C=C/c2nc3ccc([N+](=O)[O-])cc3s2)ccc1OCC(=O)O,?,-27%,.,-3%,.,-2%,2%,.,0%
CCOc1ccccc1N/C=C/C(=O)C(C)(C)C,18%,-3%[59 µM],-24%,2%,-1%,7%,-23%,-15%,-1%
O=C(CN(Cc1ccc(Cl)cc1)C(=O)CN1C(=O)COc2ccccc21)NC1CCCC1,-9%,-9%,14%,-5%,18%,28%,-13%,-12%,-5%
CN(C(=O)c1ccc2c(c1)N(Cc1ccccc1F)C(=O)c1ccccc1S2)C1CCCCC1,1%,?,-16%,-11%,21%,.,3%,-8%[60.1 µM],-9%
CN(CC(=O)Nc1ccc(N2CCOCC2)cc1)Cc1cc(=O)n2ccsc2n1,-16%,?,-19%,-20%,78%[activator],4%,-6%,-8%,-11%
Cc1ccc(-n2c(=O)c3ccc(C(=O)NCc4ccccc4Cl)cc3n(CC(N)=O)c2=O)cc1,3%,7%[59 µM],-6%,.,-10%,.,-6%,-23%,-1%
O=C(CSc1nnc(CNC(=O)c2ccco2)o1)Nc1cccc(C(F)(F)F)c1,40%,13%[59 µM],-23%,-3%,24%,22%,-8%,2%,-2%
COc1ccc(-c2nn(-c3ccc(C)cc3)c3c2cnc2ccc(C)cc23)cc1OC,13%,-27%[59 µM],1%,.,50%[activator],.,-4%,-16%,3%
COc1ccc(OC)c(Cc2nnc(CCC(=O)NCc3ccsc3)o2)c1,23%,4%,-11%,-16%,22%,0%,-6%,8%,-3%
NC(=O)c1ccsc1NC(=O)COC(=O)Cc1c[nH]c2ccccc12,.,?,-19%,-38%,?,14%,.,-3%,.
CC(C)(C)C(=O)Nc1ccc(-c2nnc3n2CCCCC3)cc1,?,-8%,2%,-36%,-8%,6%,-6%,1%,-16%
CC1CCc2nn(CC(=O)NCc3ccc(F)cc3)cc2C1 (centres undefined),-5%,11%[59 µM],?,9%,38%[activator],2%,-7%,-7%,-2%
N#Cc1c(-n2ncnc2-c2cccc(Br)c2)sc2c1CCCCC2,30%,0%[59 µM],-3%,-11%,?,.,-15%,?,-4%
CCOc1ccc(CC(=O)Nc2c(C(=O)Nc3ccc(OC)cc3OC)oc3ccccc23)cc1,44%,5%[59 µM],-12%,-12%,28%,.,2%,9%,-5%
COc1ccc(C(CNC(=O)c2cccc(NS(=O)(=O)c3ccc(C)c(F)c3)c2)N2CCCC2)cc1 (centres undefined),.,?,-11%,-10%,59%[activator],13%,.,1%,.
COc1ccc2nc(NC(=O)c3ccc(NS(=O)(=O)c4cccs4)cc3)sc2c1,-13%,-17%[59 µM],-12%,-36%,-1%,?,-6%,-22%,-7%
CC(C)Cn1cnc2c1c(=O)n(CC(=O)NC(=O)NC(C)(C)C)c(=O)n2Cc1ccccc1,31%,-6%,-6%,-2%,143%[activator],20%,-7%,-2%,-2%
Cc1ccnc(NS(=O)(=O)c2ccc(NC(=O)CN3C(=O)CCC3=O)cc2)n1,-16%,?,17%,1%,6%,-3%,-3%,-6%[60.1 µM],-3%
Cc1cc(=O)[nH]c(N2CCc3ccccc3C2)n1,-1%,17%[2.33 µM],-9%,11%,25%,3%,-3%,-2%,2%
CN(C)c1ccc(/C=N/NC(=O)CNC(=O)/C=C/c2ccco2)cc1,40%,1%,-2%,?,19%,-14%,-16%,-5%,1%
O=C(CSc1ccccn1)NC1CCCC1,24%,9%,.,-12%,.,-11%,4%,.,-3%
CCCCNC(=S)NNC(=O)c1ccc2c(c1)OCO2,2%[57.1 µM],4%,-16%,-1%,3%,2%,-8%,-5%,4%
O=C(O)c1cc(NC(=O)c2cccc(N3C(=O)c4ccccc4C3=O)c2)cc(C(=O)O)c1,0%,.,-2%,-15%,2%,0%,-3%,-7%,4%
CC1CC(C)CN(CCCNC(=O)C2CCCN(S(=O)(=O)N3CC(C)CC(C)C3)C2)C1 (centres undefined),30%,2%,-1%,-1%,15%,25%,-10%,-17%,-3%
CC1CN(C(=O)c2ccccc2)OC(c2ccc3c(c2)OCO3)O1 (centres undefined),47%,-8%[0.0925 µM],-2%,18%,5%,1%,-19%,-4%,0%
COc1ccc2c(CNCc3cccs3)c(C(=O)O)n(Cc3ccccc3)c2c1,3%,-11%[59 µM],-14%,?,1%,.,-13%,-15%,-2%
COc1ccc(C2(C(=O)O)CCCC2)cc1,7%,-23%[12.7 µM],3%,-7%,?,19%,6%,-36%,-1%
COC(=O)c1scc(C)c1NC(=O)C(Cl)c1ccccc1 (centres undefined),2%,37%[activator],-7%,9%,-14%,1%,-9%,-5%,1%
Cc1nc(Cl)sc1C(=O)Nc1cccc(Cl)c1,-9%,.,1%,48%[activator],4%,9%,-16%,-13%,-12%
Cc1ccc(-c2nnc(CSc3nncn3N)o2)cc1,-15%,5%,3%,22%,20%,5%,-3%,-6%,-6%
CN(C)CCCNc1nc(N)c([N+](=O)[O-])c(NC2CCCCC2)n1,-10%,-9%,-2%,-1%,41%[activator],23%,-14%,7%,-5%
CCOC(=O)C1(C)NC(c2ccco2)C2C(=O)N(c3ccccc3)C(=O)C21 (centres undefined),33%,-5%,-6%,-2%,0%,-1%,-6%,-13%,2%
Cc1nc(N2CCCC2)ncc1C(=O)NCc1ccccc1Cl,-9%,-2%[12.7 µM],.,-3%,3%,.,3%,-9%[60.1 µM],0%
Clc1cccc(N2CCN(Cc3nnc(-c4ccccc4)o3)CC2)c1,-28%,-25%,-15%,-4%,-6%,-7%,-5%,-11%,-4%
O=C(O)CCC(=O)NCC(=O)c1ccc(F)cc1,8%,.,-10%,-7%,-19%[58.9 µM],15%,-4%,1%,2%

# At a glance, part of the list above.
SMILES,POLB inh,G9a inh,Pol eta inh,BAZ2B inh,POLI inh,APEX1 inh,Apoferritin bind,Pol kappa inh,BLM helicase inh
COc1ccc2c(CNCc3cccs3)c(C(=O)O)n(Cc3ccccc3)c2c1,3%,-11%[59 µM],-14%,?,1%,.,-13%,-15%,-2%
COc1ccc(C2(C(=O)O)CCCC2)cc1,7%,-23%[12.7 µM],3%,-7%,?,19%,6%,-36%,-1%
COC(=O)c1scc(C)c1NC(=O)C(Cl)c1ccccc1 (centres undefined),2%,37%[activator],-7%,9%,-14%,1%,-9%,-5%,1%
Cc1nc(Cl)sc1C(=O)Nc1cccc(Cl)c1,-9%,.,1%,48%[activator],4%,9%,-16%,-13%,-12%

# The list continues.
SMILES,POLB inh,G9a inh,Pol eta inh,BAZ2B inh,POLI inh,APEX1 inh,Apoferritin bind,Pol kappa inh,BLM helicase inh
CCCS(=O)(=O)C(=C1NCCO1)S(=O)(=O)CCC,31%,-2%,3%,-4%,10%,?,-11%,-8%,-1%
CCNC(=S)N1CCN(CCN=CC2=C(O)CC(c3ccco3)CC2=O)CC1 (centres undefined),14%,8%,8%,-3%,-3%,3%,-7%,-2%,-3%
Cc1nnc(C)n1/N=C/C=C/c1ccccc1,11%,3%,-8%,0%,3%,-1%,-9%,-18%,2%
CC(C)N(C(=O)CC1ON(C)C(=O)N1c1ccc(Cl)cc1)C(C)C (centres undefined),0%,7%,-6%,-4%,-8%,-1%,-8%,0%,-6%
CN(C)CCn1c(=O)n(Cc2ccccc2)c(=O)c2c3c(sc21)CCCCC3,-2%,50µM*,-17%,?,123%[activator],-13%,-6%,-10%,-3%
COc1cc(/C=N/N2CCN(Cc3ccccc3)CC2)cc(OC)c1OC(C)=O,-2%,50µM*,-9%,?,21%,8%,-8%,-3%,-3%

# Assay outcomes from PubChem BioAssay.
